From PubChem BioAssay
Luc counter: Kinase-Glo luciferase inhibition (counter-screen) | Q27757 | Kinase-Glo luciferase, ATP luminescence, 8 min | Potency, µM (top dose mostly 38.3 µM), inactives show at the top dose activity change, negative = inhibition, most hits filed as inhibitors | 200,000 compounds, 0.28% hits | AID 1379; note: potency is the fitted concentration of half-maximal effect; % is set by controls: 0 for no effect and ±100 for the full control effect; nearly all actives have a fitted effect of over 60% in size
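Inhibition of Kinase-Glo luciferase light generation was assessed at 10 uM ATP in pH 7.2 imidazole buffer, with luminescence measured after eight minutes at ambient temperature.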
CBFb RUNX1 block: inhibitors of human CBF-beta and RUNX1 interaction | AlphaScreen CBFb-His/RUNX1-biotin binding, biochemical | Potency, µM (top dose mostly 59.8 µM), inactives show at the top dose activity, negative = inhibition, hits mostly inhibitors | 230,000 tested, under 10 active | AID 1477; note: % of control where 0% means no effect
Target sequence (Q01196 whole entry, looked up): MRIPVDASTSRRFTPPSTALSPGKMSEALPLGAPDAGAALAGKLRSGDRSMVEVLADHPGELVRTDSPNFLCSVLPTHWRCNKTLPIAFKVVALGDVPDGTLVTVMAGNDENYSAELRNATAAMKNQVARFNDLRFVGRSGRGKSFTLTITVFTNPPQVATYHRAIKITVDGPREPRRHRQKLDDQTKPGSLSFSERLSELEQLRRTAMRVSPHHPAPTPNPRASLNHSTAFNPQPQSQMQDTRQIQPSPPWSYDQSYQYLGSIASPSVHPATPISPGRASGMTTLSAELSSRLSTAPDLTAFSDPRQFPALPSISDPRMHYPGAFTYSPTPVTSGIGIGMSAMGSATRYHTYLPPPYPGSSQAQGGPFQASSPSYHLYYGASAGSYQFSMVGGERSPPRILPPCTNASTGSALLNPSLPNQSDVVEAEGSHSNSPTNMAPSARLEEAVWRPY
Target sequence (Q13951 whole entry, looked up): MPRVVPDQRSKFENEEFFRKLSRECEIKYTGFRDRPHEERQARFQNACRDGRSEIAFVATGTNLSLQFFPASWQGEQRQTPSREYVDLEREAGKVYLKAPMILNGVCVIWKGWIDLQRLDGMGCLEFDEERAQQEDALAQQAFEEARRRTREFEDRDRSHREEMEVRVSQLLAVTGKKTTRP
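AlphaScreen binding: CBFb-His and RUNX1-biotin (30 nM each) preincubated 20 min, compound added for 15 min, then nickel and streptavidin beads for 90 min, all at room temperature. Disruption of the interaction by any mechanism counts as activity.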
GLA spleen mod: inhibitors or activators of human alpha-galactosidase in spleen homogenate; P06280; human spleen homogenate, 4MU-alpha-Gal fluorescence, 40 min; Potency, µM (top dose mostly 80 µM), inactives show top-dose activity change, negative = inhibition, usual class: inhibitors; 240,000 compounds, 0.008% hits; AID 2107;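 note: potency is the fitted concentration of half-maximal effect; 0% = enzyme with vehicle and -100% = no enzyme basal signal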
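qHTS titration in buffer at pH 5.0. Alpha-galactosidase activity in spleen homogenate was measured via 4-methylumbelliferone release from 1 mM fluorogenic substrate after 40 min at 37C and a pH 10 stop. AC50 came from Hill fits of control-normalized data.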
IMPase Li cell: cell-permeable IMPase inhibitors with lithium potentiation | CHO-M1 cells, IP1 TR-FRET (IP-One), carbachol + lithium | Potency, µM (titrated, usually from 59.4 µM), for inactives: top-dose activity, negative = IMPase inhibition, actives largely listed as inhibitors | 210,000 compounds, 0.35% hits | AID 1457;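 note: IP1 builds up when IMPase is blocked and the TR-FRET signal falls; potency is the fitted concentration of half-maximal effect; plate controls were basal vehicle for no effect and high inhibitor control for full effect; nearly all actives have a fitted effect of over 50% in size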
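Test compounds were applied to CHO-M1 cells previously cultured for 16–30 h at 2000 per well. A small lithium amount accompanied them; after 30 min at 37C, IP1 was quantified by TR-FRET.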
LMNA splice mod: changes lamin A minigene splicing in HeLa cells; HeLa LMNA splicing GFP/RFP minigene ratio, 48 h; Potency, µM (highest dose often 46.1 µM), for the others: at the highest dose ratio change, negative = inhibition, hits mostly inhibitors; 200,000 compounds, 0.01% hits; active = well fitted inhibition curve with a large enough effect in the signal ratio, with a control signal flat, not every such curve was filed as active; inconclusive = small, poorly fitted or top-dose-only effect, or effect the other way, or a change in a side signal; the % refers to the signal ratio; note: potency is the fitted concentration of half-maximal effect; % is set by controls: 0 for no effect and ±100 for the full control effect
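S3 HeLa cells stably expressing lamin A-EGFP splicing minigene plus DsRed2, 600 cells/well, 48 h compound exposure at 37C. Laser-scanning cytometry; analysed as GFP (500-530 nm)/RFP (575-640 nm) total intensity ratio; 0.5% DMSO vehicle.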
NPSR antagonist: antagonists of human neuropeptide S receptor cAMP signaling; 220,000 compounds, 1% hits; Potency, µM (highest dose often 38.3 µM), inactives show at the top dose activity change, negative = inhibition, actives largely listed as inhibitors; CHO-NPSR cells, cAMP TR-FRET, antagonist mode; AID 1461; note: potency is the fitted concentration of half-maximal effect; % is set by controls: 0 for no effect and ±100 for the full control effect; nearly all actives have a fitted effect of over 50% in size; many of its hits are not listed in these tables
Target sequence (Q6W5P4 whole entry, looked up): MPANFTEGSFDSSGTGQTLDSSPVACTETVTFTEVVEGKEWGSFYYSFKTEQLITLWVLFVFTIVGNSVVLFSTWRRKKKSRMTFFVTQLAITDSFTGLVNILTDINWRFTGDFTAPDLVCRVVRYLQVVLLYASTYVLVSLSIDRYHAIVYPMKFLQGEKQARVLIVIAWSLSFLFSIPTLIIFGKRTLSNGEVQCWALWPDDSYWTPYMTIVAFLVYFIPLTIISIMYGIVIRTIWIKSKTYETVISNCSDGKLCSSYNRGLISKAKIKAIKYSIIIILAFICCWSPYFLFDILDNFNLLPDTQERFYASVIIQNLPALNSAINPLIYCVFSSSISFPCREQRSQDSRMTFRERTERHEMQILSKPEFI
Epigenetic derep: derepresses silenced GFP reporter in murine cells | murine LDR cells, GFP reporter derepression, 30 h | Potency, µM (titrated, usually from 53.9 µM), for the others: at the top dose GFP activation, hits mostly activators | 280,000 compounds, 0.2% hits | AID 1865; note: potency is the fitted concentration of half-maximal effect; % of control where 0% means no effect; nearly all actives have a fitted effect of over 60% in size
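Derepression of a silenced CMV-GFP reporter in murine LDR cells is scored by enumerating GFP-positive cells with a laser-scanning microplate cytometer after 30 hours of treatment at 37 C.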
An asterisk follows results filed as active; ? = inconclusive; / = no result given; & = joins results of further samples; [ ] = remark or other dose. Unless noted, calls come from the whole dose curve; as a rule, active = well fitted curve in the direction sought with a large enough effect; inconclusive = small, poorly fitted or top-dose-only effect, or another doubt; inactive = no such curve, though single readings can be large; an effect the other way counts as inactive or inconclusive. An excerpt; rates above refer to the full screens.

entry	SMILES	Luc counter	CBFb RUNX1 block	GLA spleen mod	IMPase Li cell	LMNA splice mod	NPSR antagonist	Epigenetic derep
1	Cn1c(N)c(C(=O)COC(=O)C2(c3ccccc3F)CCCC2)c(=O)n(C)c1=O	13%	6%	2%	5%[38.3 µM]	-1%	-17%[46.1 µM]	0.0%
2	O=C(CSc1ccccc1C(=O)NCc1ccccc1)NC12CC3CC(CC(C3)C1)C2	0%	3%	3%	6%	-6%	-29%[46.1 µM]	0.0%
3	COc1ccc(C(=O)C[N+]2(C)CCOCC2)cc1	11%	1%	3%	10%[38.3 µM]	13%	-19%[46.1 µM]	0.0%
4	Cc1ccc2cccc(SCC(=O)N3CCOCC3)c2n1	5%	5%	4%	13%[38.3 µM]	-2%	-5%[46.1 µM]	0.0%
5	CC#CCN1c2ccccc2[C@]23C[C@@H](C(=O)OC)N(C(=O)COCc4ccccc4)C2=NC(C(=O)OC)=C(C(=O)OC)[C@H]13	-1%[7.66 µM]	9%[13.1 µM]	2%[17.5 µM]	6%	-5%[9.22 µM]	/	/
6	O=C(CCn1cnc(-c2ccccc2)c1-c1ccccc1)N/N=C/c1ccc(O)cc1	0%	10%	-9%	-2%	?	-10%	2.1%
7	COc1ccc(CNc2nc3ccccc3n2C)c(OC)c1	-16%	8%	-2%	9%	/	17%	3.7%
8	O=C(O)c1cn(CCOc2ccccc2Cl)c2ccccc12	-2%	-1%	8%	9%	/	-32%	0.0%
9	O=C(CSc1ncccn1)N1CCN(C(=O)CSc2ncccn2)CC1	2%	-1%	3%	-14%	-7%	12%	-2.0%
10	O=C(COC(=O)c1ccccn1)Nc1ccc2c(c1)OCO2	-4%	-3%	-14%	7%	0%[46 µM]	11%	0.0%
11	C=C1C[C@@]23C[C@]1(O)CC[C@@H]2[C@]12C=C[C@@H](O)[C@](C)(C(=O)O1)[C@H]2[C@H]3C(=O)O	-3%[17.1 µM]	-14%[21.7 µM]	-5%[29.1 µM]	-6%	?	/	1.1%[16.9 µM]
12	CCOC(=O)/C(=N/Nc1ccc(C)cc1)S(=O)(=O)c1ccc(Cl)cc1	-3%	-17%	1%	32%[activator][38.3 µM]	-24%	?	1.0%
13	CCN(CC)c1ccc(C2C3CCCCC3(O)CCN2CC(=O)Nc2ccccc2)cc1 (configuration not stated)	-5%	-7%	5%	37%[38.3 µM]	14%	?	-1.0%
14	CCCCCCCC/C=C\CCCCCCCC(N)=O	-1%&-1%&0%	11%	-5%&-12%&-3%&-8%	1%&-8%&6%&-1%	/	/	0.8%&-1.1%&-1.1%&-0.4%
15	CCS(=O)(=O)Nc1cc(C(=O)O)ccc1C	6%	16%	0%	0%	-9%[46 µM]	15%	-1.3%
16	Cn1cc(Br)c(C(=O)NNC(=O)c2cccc(Br)c2)n1	-4%	-3%	10%	-3%[38.3 µM]	5%	-16%[46.1 µM]	0.0%
17	NC(=O)CSc1nnc(Cn2c(=O)sc3ccccc32)n1-c1ccccc1	-1%	0%	-3%	2%	-4%	14%[46.1 µM]	0.0%
18	COc1cccc(-c2nnc(N(C)C(=O)c3ccno3)s2)c1	1%	1%	-5%	3%[38.3 µM]	?	-15%[46.1 µM]	-1.8%
19	O=C(c1ccc2c(c1)OCO2)N1CCCN(C(=O)c2ccc3c(c2)OCO3)CC1	0%	6%	12%	14%[38.3 µM]	-11%	-9%[46.1 µM]	-7.9%
20	Nc1ccn(-c2ccccc2)c(=O)c1	-2%	3%	-14%	-4%[38.3 µM]	0%	-16%[46.1 µM]	0.0%
21	COc1ccc(C2C=C(C34CC5CC(CC(C5)C3)C4)NC(=S)N2)cc1 (configuration not stated)	0%	-27%	-8%	1%	?	-38%	-3.0%
22	CCOc1cc(CNC2CCCC2)cc(Cl)c1OCc1ccc(F)cc1	-6%	1%	4%	26%[38.3 µM]	-5%	?	5.9%
23	Cc1c(NC(=O)C2CCCN(S(=O)(=O)c3cnc[nH]3)C2)c(=O)n(-c2ccccc2)n1C (configuration not stated)	-5%	-3%	5%	-6%[38.3 µM]	-6%	3%[46.1 µM]	-7.8%
24	CC1CCC(NC(=O)Nc2cccs2)CC1 (configuration not stated)	0%	-1%	0%	26%[38.3 µM]	11%	0%[46.1 µM]	-4.2%
25	CC(C)(C)NC(=O)CN(Cc1ccc2c(c1)OCO2)C(=O)CNC(=O)c1cccs1	3%	-1%	-2%	12%	-9%[46 µM]	-4%	6.1%
26	Cc1ccccc1Cn1nc(C)c(NC(=O)c2noc3c2CC(C(C)(C)C)CC3)c1C (configuration not stated)	-2%	3%	11%	18%[38.3 µM]	?	?	0.9%
27	Cc1cc(NC(=O)CSc2nc(-c3cccnc3)ccc2C#N)no1	0%	4%	-19%	-24%[38.3 µM]	9%	?	?
28	CCCc1nnc(NC(=O)Nc2ccc(OC)cc2)s1	-5%	10%	0%	6%	/	14%	-2.5%
29	Cc1ccc(SCC(=O)N2N=CCC2c2ccccc2)cc1 (configuration not stated)	2%	13%	7%	13%	-20%[46 µM]	-6%	-0.1%
30	COc1cc2c(cc1OC)-c1nncn1C(C)(C)C2	/	-3%	-15%	/	-6%	-5%[46.1 µM]	-2.6%

Single values from above:
Value for Cc1c(NC(=O)C2CCCN(S(=O)(=O)c3cnc[nH]3)C2)c(=O)n(-c2ccccc2)n1C (configuration not stated) under CBFb RUNX1 block: -3%
Value for CCCCCCCC/C=C\CCCCCCCC(N)=O under Luc counter: -1%&-1%&0%
Value for O=C(c1ccc2c(c1)OCO2)N1CCCN(C(=O)c2ccc3c(c2)OCO3)CC1 under CBFb RUNX1 block: 6%
Value for CCOC(=O)/C(=N/Nc1ccc(C)cc1)S(=O)(=O)c1ccc(Cl)cc1 under LMNA splice mod: -24%

(continued)
entry	SMILES	Luc counter	CBFb RUNX1 block	GLA spleen mod	IMPase Li cell	LMNA splice mod	NPSR antagonist	Epigenetic derep
31	Cn1ncc(C(=O)N=S(C)(=O)c2ccccc2)c1[N+](=O)[O-] (configuration not stated)	/	3%	0%	/	/	6%[7.67 µM]	1.1%
32	NC(=O)NCCCC(NC(=O)c1ccc(C#CC2(O)CCCCC2)cc1)C(=O)O (configuration not stated)	5%	-7%	0%	-4%	3%[46 µM]	8%	-0.2%
33	COc1ccc(NC(=O)Cn2nnc(C(=O)NCc3ccccc3)c2N)cc1Cl	2%	9%	4%	24%[38.3 µM]	0%	-5%[46.1 µM]	-1.1%
34	Cn1cc(/C=N\NC(=O)c2cccs2)c2ccccc21	-3%	8%	1%	7%	?	5%	-1.0%
35	COc1ccccc1-n1c(SCC(=O)NCc2ccc3c(c2)OCO3)nc2cc([N+](=O)[O-])ccc21	-3%	?	-10%	14%	3%	-56%	-2.5%
36	O=C(NC1CCCC1)C(c1ccc(Cl)cc1)N(Cc1ccc(F)cc1)C(=O)CCl (configuration not stated)	-3%	8%	-1%	5%	4%	?	0.0%
37	Cc1ccc(-n2nc3c(c2NC(=O)C(C)(C)C)CSC3)c(C)c1	/	4%	-15%	/	-4%	?	-1.0%
38	NC(=O)NC(=O)COC(=O)c1cccc(NS(=O)(=O)/C=C/c2ccccc2)c1	4%	-5%	-4%	6%	-1%[46 µM]	-4%	-0.6%
39	Cn1cc(CNC(=O)/C=C/c2ccc(Cl)cc2)cn1	-5%	23%	2%	-2%	-3%	7%	3.2%
40	CC(C)[C@@H](CC(=O)N[C@@H]1CCCC[C@H]1C(=O)N[C@H](CC(=O)N[C@@H](CCC(=O)O)CC(=O)O)Cc1c[nH]c2ccccc12)NC(=O)C[C@H](CO)NC(=O)[C@@H]1CCCC[C@H]1N	-3%	6%	-5%	3%	/	/	2.3%
41	C=C(C)CSc1nnc([C@@H](NC(=O)OC(C)(C)C)C(C)CC)o1 (some centres not stated)	/	15%	4%	/	?	-14%[46.1 µM]	-8.6%
42	COc1ccc(CCNC(=O)c2c(O)c3cccc4c3n(c2=O)CC4)cc1OC	1%	1%	-14%	-15%[38.3 µM]	?	-9%[46.1 µM]	0.7%
43	O=C(c1ccncc1)N1CCC2(CCCN(c3cccc(-c4ccccc4)c3)C2)CC1	-1%	/	8%	15%	/	/	/
44	COc1c(OC(C)=O)ccc(/C=N\NC(=O)c2ccc(Br)cc2)c1[N+](=O)[O-]	-2%	2%	-6%	7%	2%[46 µM]	11%	-0.1%
45	CCN(CC)C(=O)CSc1nnc(-c2cccnc2)n1Cc1ccccc1	2%	-12%	4%	21%[38.3 µM]	4%	-2%[46.1 µM]	-11%
46	O=C(NN1C(=O)C2C3C=CC(C3)C2C1=O)C(O)c1ccccc1 (configuration not stated)	-1%	3%	-5%	-2%	7%[46 µM]	13%	-0.6%
47	CCOC(=O)C1=C(N)Oc2cc(C)[nH]c(=O)c2C1c1ccncc1 (configuration not stated)	-1%	3%	1%	3%[38.3 µM]	-2%	-16%[46.1 µM]	?
48	Cc1ccccc1NC(=S)NCCO	1%	0%	-14%	-8%	/	18%	-3.5%
49	CC(=O)c1ccc(N2CCN(C(=O)COc3ccc(F)cc3)CC2)c(F)c1	0%	8%	-11%	6%[38.3 µM]	?	-12%[46.1 µM]	-1.3%
50	O=C(CC(=O)c1ccccc1O)c1ccc(F)cc1	10%	-1%	-7%	19%[38.3 µM]	4%	?	0.2%
51	O=C(NCc1cccs1)C1CCN(S(=O)(=O)c2ccc(Cl)cc2)CC1	-3%	-7%	-4%	-2%	/	39%	1.6%
52	CC(=O)NC(Cc1ccc(O)cc1)C(=O)NN (configuration not stated)	-1%	14%	3%	0%	/	10%	-0.1%
53	Cc1nc([N+](=O)[O-])cn1CC(=O)NCCCO	0%	1%	-1%	3%	3%	7%	0.0%
54	CCCCn1c(=O)[nH]c2nc3cc(N)ccc3nc2c1=O	-3%	7%	2%	-11%	1%	-24%[46.1 µM]	0.2%
55	CC(C(=O)NC1=NCCS1)N1C(=O)C2CC=CCC2C1=O (configuration not stated)	-1%	3%	4%	26%[38.3 µM]	-1%	-6%[46.1 µM]	-1.0%

Some of these compounds in order of their number in CBFb RUNX1 block, lowest first:
nr | Compound | CBFb RUNX1 block | IMPase Li cell | LMNA splice mod | NPSR antagonist | Epigenetic derep
30 | COc1cc2c(cc1OC)-c1nncn1C(C)(C)C2 | -3% | / | -6% | -5%[46.1 µM] | -2.6%
8 | O=C(O)c1cn(CCOc2ccccc2Cl)c2ccccc12 | -1% | 9% | / | -32% | 0.0%
26 | Cc1ccccc1Cn1nc(C)c(NC(=O)c2noc3c2CC(C(C)(C)C)CC3)c1C (configuration not stated) | 3% | 18%[38.3 µM] | ? | ? | 0.9%
